# Assay outcomes (PubChem BioAssay)
# RGS12 GoLoco inh: inhibitors of human Gai1-RGS12 GoLoco interaction (red fluorophore); hit rate 0.44% among 230,000; Potency, µM (series often up to 61.6 µM), for inactives: top-dose activity, negative = inhibition, usual class: inhibitors; P63096; Gai1:RGS12 GoLoco peptide FP, rhodamine, 10 min; active = well fitted inhibition curve with a large enough effect, not every such curve was filed as active; inactive = no such curve, though single readings can be large or run the other way; note: % is set by controls: 0 for no effect and ±100 for the full control effect; nearly all actives have a fitted effect of over 30% in size; many of its hits are not listed in these tables
# Target sequence (P63096 whole entry, looked up): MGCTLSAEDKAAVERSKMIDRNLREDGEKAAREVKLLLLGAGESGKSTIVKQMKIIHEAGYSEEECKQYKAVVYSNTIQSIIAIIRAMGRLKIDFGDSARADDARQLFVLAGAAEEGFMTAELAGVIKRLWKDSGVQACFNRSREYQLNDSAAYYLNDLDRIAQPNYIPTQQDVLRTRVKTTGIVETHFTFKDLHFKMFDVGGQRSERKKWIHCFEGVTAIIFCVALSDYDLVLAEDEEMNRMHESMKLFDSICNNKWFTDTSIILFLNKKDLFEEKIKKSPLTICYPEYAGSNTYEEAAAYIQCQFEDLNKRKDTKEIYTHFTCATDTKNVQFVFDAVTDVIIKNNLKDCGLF
# KinaseGlo FLuc: Kinase-Glo luciferase inhibition (counter-screen). Kinase-Glo luciferase, ATP luminescence, 8 min. Potency, µM (titrated, usually from 38.3 µM), inactives show at the highest dose activity change, negative = inhibition, hits mostly inhibitors. AID 1379. hit rate 0.28% among 200,000. Q27757; note: % is set by controls: 0 for no effect and ±100 for the full control effect; nearly all actives have a fitted effect of over 60% in size
#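 Compound is pinned into ATP-containing buffer (10 uM ATP, imidazole pH 7.2, 7 mM MgCl2). Kinase-Glo luciferase reagent is then added. Light output is recorded following an 8-min room-temperature incubation.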
# RECQ1 helicase: RECQ1 (human) helicase inhibition | P46063 | RECQ1 DNA unwinding, red fluorescence kinetic read | Potency, µM (doses to about 57.3 µM), for inactives: top-dose activity, negative = inhibition, hits mostly inhibitors | hit rate 0.54% among 240,000 | AID 2549;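 note: plate controls were vehicle for no effect and no enzyme for full effect; nearly all actives have a fitted effect of over 30% in size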
#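 RECQ1T1 50 nM; forked duplex (20 bp + 30-nt ss tails) 200 nM, ATP 2 mM final; pH 8.0, 2 mM MgCl2, 2.5 ug/ml poly(dI-dC); 15 min compound preincubation; discontinuous kinetic read over 2 h at RT.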
# SMN2 splice enh: SMN2 splice variant enhancement | hit rate 2.8% among 210,000 | HEK293 SMN2-luciferase splicing reporter, luminescence, 30-36 h | Potency, µM (top dose mostly 46.1 µM), for inactives: at the top dose activity change, positive = activation, hits mostly activators | AID 1458; note: % of control where 0% means no effect; nearly all actives have a fitted effect of over 55% in size
#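 HEK293 cells carry an SMN2 […]–luciferase reporter in which exon 7 inclusion puts luciferase in frame. Cells were plated 10-12 h before compound addition, then incubated 30-36 h at 37C. ONE-Glo luminescence was read; sodium butyrate at 4.5 mM final served as control.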
# JMJD2E inh: inhibitors of human JMJD2E histone demethylase; hit rate 1.6% among 230,000; AID 2147; Potency, µM (series often up to 57.1 µM), for inactives: at the top dose activity change, negative = inhibition, hits mostly inhibitors; B2RXH2; JMJD2E catalytic domain, FDH-coupled NADH fluorescence (FDH is formaldehyde dehydrogenase); active = well fitted inhibition curve with a large enough effect, not every such curve was filed as active; inconclusive = small, poorly fitted or top-dose-only effect, or another doubt; inactive = no such curve, though single readings can be large or run the other way;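 note: 0% = wells with enzyme and -100% = buffer wells without enzyme; nearly all actives have a fitted effect of over 50% in size; many of its hits are not listed in these tables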
# Target sequence (B2RXH2 1-337 limits assumed): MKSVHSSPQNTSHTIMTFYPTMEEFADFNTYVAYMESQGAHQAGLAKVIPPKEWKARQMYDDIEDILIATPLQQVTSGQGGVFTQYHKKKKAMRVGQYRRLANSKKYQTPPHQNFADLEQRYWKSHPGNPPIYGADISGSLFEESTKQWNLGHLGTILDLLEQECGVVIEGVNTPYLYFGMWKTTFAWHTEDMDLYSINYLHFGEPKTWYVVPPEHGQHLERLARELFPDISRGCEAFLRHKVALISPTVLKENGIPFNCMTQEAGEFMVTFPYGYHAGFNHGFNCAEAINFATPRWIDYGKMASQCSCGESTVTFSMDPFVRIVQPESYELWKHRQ
# Epigenetic reg: epigenetic control regulation, reporter derepression; murine LDR cells, GFP reporter derepression, 30 h; Potency, µM (doses to about 53.9 µM), for inactives: at the top dose GFP activation, usual class: activators; hit rate 0.2% among 280,000; AID 1865; note: % of control where 0% means no effect; nearly all actives have a fitted effect of over 60% in size
#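 Derepression of a silenced CMV-GFP reporter in murine LDR cells is scored by enumerating GFP-positive cells with a laser-scanning microplate cytometer after 30 hours of treatment at 37 C.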
# IMPase Li inh: cell-permeable IMPase inhibitors with lithium potentiation; AID 1457; CHO-M1 cells, IP1 TR-FRET (IP-One), carbachol + lithium; hit rate 0.35% among 210,000; Potency, µM (series often up to 59.4 µM), without a hit: top-dose activity, negative = IMPase inhibition, usual class: inhibitors;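 note: IP1 builds up when IMPase is blocked and the TR-FRET signal falls; plate controls were basal vehicle for no effect and high inhibitor control for full effect; nearly all actives have a fitted effect of over 50% in size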
#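 Test compounds were applied to CHO-M1 cells previously cultured for 16–30 h at 2000 per well. A small lithium amount accompanied them; after 30 min at 37C, IP1 was quantified by TR-FRET.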
# NPSR antag: antagonists of human neuropeptide S receptor cAMP signaling | CHO-NPSR cells, cAMP TR-FRET, antagonist mode | Potency, µM (top dose mostly 38.3 µM), inactives show top-dose activity change, negative = inhibition, most hits filed as inhibitors | hit rate 1% among 220,000; note: % is set by controls: 0 for no effect and ±100 for the full control effect; nearly all actives have a fitted effect of over 50% in size; many of its hits are not listed in these tables
# Target sequence (Q6W5P4 whole entry, looked up): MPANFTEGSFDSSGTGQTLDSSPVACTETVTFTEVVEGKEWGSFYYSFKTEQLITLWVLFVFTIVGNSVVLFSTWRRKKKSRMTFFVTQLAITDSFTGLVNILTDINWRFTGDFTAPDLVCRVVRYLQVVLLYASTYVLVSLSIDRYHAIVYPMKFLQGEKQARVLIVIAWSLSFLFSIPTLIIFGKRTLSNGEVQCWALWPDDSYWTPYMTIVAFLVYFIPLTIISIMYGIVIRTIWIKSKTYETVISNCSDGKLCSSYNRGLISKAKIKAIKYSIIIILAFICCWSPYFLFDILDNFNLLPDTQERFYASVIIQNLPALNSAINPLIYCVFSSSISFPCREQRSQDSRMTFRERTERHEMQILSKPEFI
# * hit, by the source's call; i = inactive; ? = inconclusive; . = not tested or not shown; & = joins results of further samples; ! = repeats disagree; [ ] = remark or other dose. Unless noted, calls come from the whole dose curve; as a rule, active = well fitted curve in the direction sought with a large enough effect; inconclusive = small, poorly fitted or top-dose-only effect, or another doubt; inactive = no such curve, though single readings can be large; an effect the other way counts as inactive or inconclusive. Potency is the fitted concentration of half-maximal effect. Only part of the results is shown; count on the stated rates, not on these rows.
SMILES	RGS12 GoLoco inh	KinaseGlo FLuc	RECQ1 helicase	SMN2 splice enh	JMJD2E inh	Epigenetic reg	IMPase Li inh	NPSR antag
Cc1ccc(CSc2nnc(-c3cnccn3)n2C)cc1	-1%	.	-17%	.	-5%	-1.2%	.	26%
Cc1nnc(N(Cc2ccco2)C(=O)c2ccc(C#N)cc2)s1	-25%	-3%	3%	-31%	2%	0.1%	25%	-5%[46.1 µM]
CCCSc1nnc(NC(=O)Cc2ccc(OC)c(OC)c2)s1	6%	-2%	-4%	-37%[inhibitor]	-1%	-4.6%	1%	2%
[O-]/C(=C(\C(=S)Nc1cccc2ccccc12)[n+]1ccccc1)c1ccc(OC(F)F)cc1	16%	-1%	i	-23%	?	-1.4%	4%	-8%
CC(C)(C)NC(=O)c1c(F)c(F)c(F)c(F)c1F	2%	2%	0%	-1%	6%	1.3%	-5%	5%
CCN(CC)c1ccc(C(=O)NNC(=O)CCl)cc1	1%	1%	-6%	26%	?	4.3%	-1%	-33%
N#Cc1ccc(-c2csc(NNC(=O)c3ccc(Br)cc3)n2)cc1	7%	-1%	i	-32%[inhibitor]	?	0.0%	7%[38.3 µM]	-17%[46.1 µM]
Cc1cc(C(=O)COc2ccccc2Cl)c(C)n1-c1ccc2c(c1)OCO2	20%	-2%	-2%	?	0%	-0.9%	18%	-54%
c1c2c(cc3sc(N4CCCCC4)nc13)OCCO2	0%	13µM*	-14%	0.5µM*	-9%	0.0%	12%	-1%
O=C(O)/C=C/C(=O)Nc1ccc(Oc2ccccc2)cc1	10%	.	i	.	0%	-1.8%	.	-5%
COC(=O)CSc1nc2cc(OC)ccc2cc1C#N	.	.	-12%	.	?	?	.	-9%[46.1 µM]
O=C(Cn1cc([N+](=O)[O-])cn1)NCc1ccco1	-8%	-1%	i	7%	2%	-1.6%	4%	9%

# Some of these compounds in order of molecular weight, lowest first:
SMILES	RGS12 GoLoco inh	KinaseGlo FLuc	RECQ1 helicase	SMN2 splice enh	JMJD2E inh	Epigenetic reg	IMPase Li inh	NPSR antag
O=C(Cn1cc([N+](=O)[O-])cn1)NCc1ccco1	-8%	-1%	i	7%	2%	-1.6%	4%	9%
COC(=O)CSc1nc2cc(OC)ccc2cc1C#N	.	.	-12%	.	?	?	.	-9%[46.1 µM]
Cc1ccc(CSc2nnc(-c3cnccn3)n2C)cc1	-1%	.	-17%	.	-5%	-1.2%	.	26%
CCCSc1nnc(NC(=O)Cc2ccc(OC)c(OC)c2)s1	6%	-2%	-4%	-37%[inhibitor]	-1%	-4.6%	1%	2%

# (list continues)
SMILES	RGS12 GoLoco inh	KinaseGlo FLuc	RECQ1 helicase	SMN2 splice enh	JMJD2E inh	Epigenetic reg	IMPase Li inh	NPSR antag
COc1ccc2c(CC(=O)O)cc(=O)oc2c1	1%	.	-3%	.	?	0.4%	.	-1%
Cc1ccc(NC2(C#N)C(=O)Nc3ccccc32)cc1C (stereo unspecified)	1%	-2%	-19%	-4%	-6%	3.2%	7%	-31%
O=[N+]([O-])c1ccccc1-c1ccc(C(=S)N2CCN(c3ccccc3)CC2)o1	-10%	.	14%	.	-22%	1.1%	.	-3%
COC(=O)C1=C(C(=O)OC)[C@@H]2N(C)c3ccccc3[C@@]23C[C@@H](C(=O)OC)N(C(=O)c2cc(C)oc2C)C3=N1	-5%[14.2 µM]	-2%[7.66 µM]	3%[11.5 µM]	-4%[9.22 µM]	-4%[11.4 µM]	15%	-11%	-5%
CCN(Cc1ccccc1)C(c1cccc(C#N)c1)c1nnnn1C(C)(C)C (stereo unspecified)	3%	8%	-2%	-32%[inhibitor]	6%	-0.9%	13%	?
COc1cccc(N2CCN(C(=O)Nc3ccccc3Cl)CC2)c1	3%	0%	-3%	-4%	-2%	0.9%	9%	7%
CCOC(=O)N1CCN(C(=O)c2ccc(N3C(=O)CCC3=O)cc2)CC1	9%	0%	-1%	3%	5%	-6.3%	17%[38.3 µM]	-3%[46.1 µM]
CC1CN(c2ccccc2)NC1=O (stereo unspecified)	-1%	-1%	21%	-6%	-2%	-5.1%	-6%	14%
CCc1ccc(O)c(-c2cc(C(=O)Nc3cccnc3)[nH]n2)c1	6%	.	-7%	.	6%	0.0%	.	-10%
Cc1ccc(OCCn2ccc(=O)[nH]c2=O)cc1C	-4%	-5%	i	1%	6%	0.0%	7%[38.3 µM]	-3%[46.1 µM]
CCN(CC)CCN1C(=O)C(O)=C(C(=O)c2cc3ccccc3o2)C1c1cccnc1 (stereo unspecified)	11%	-3%	-4%	4%	0%	-2.4%	10µM*	?
C=CCNC(=S)N/N=C(\C)c1cc(OC)c(OC)c(OC)c1	-1%	0%	-6%	5%	10%	0.0%	2%	-6%[46.1 µM]
COC(=O)c1ccc(Cn2c(O)c(N=NC(N)=S)c3ccccc32)o1	3%	.	?	.	0%	5.7%	.	-53%
O=C(Nc1nc(-c2cccnc2)cs1)c1ccccc1F	3%	-2%	1%	?	3%	-0.3%	-4%	13%
Cc1cccc(C#Cc2ccccc2)n1	5%&0%&-3%	13µM*	-3%&5%&-4%	13µM*	13µM*!	-0.1%&3.2%&9.3%	-3%&-18%&18%	4%[46.1 µM]
CCOc1ccc2nc(NC(=O)CSc3nc4c(c(=O)n(C)c(=O)n4C)n3CC)sc2c1	4%	-7%	-2%	-2%	8%	-1.0%	3%[38.3 µM]	5%[46.1 µM]
Cc1nnc(N)nc1C	.	.	1%	.	?	-0.9%	.	7%[46.1 µM]
COc1ccc(-c2csc(N3CCOCC3)n2)cc1OC	2%	-2%	-1%	?	-7%	1.0%	26%[38.3 µM]	-7%[46.1 µM]
O=C(Nc1ccc(Cl)cc1)Nc1ccc(S(=O)(=O)Nc2ncccn2)cc1	16%	.	i	.	?	-0.3%	10%	-7%
CC(=O)NC(Nc1nc2c(s1)CCCC2)(C(F)(F)F)C(F)(F)F	0%	-3%	-3%	3%	-2%	-2.2%	-5%	5%
COc1ccc(C2(C(=O)Nc3ccc(C)cc3)CCOCC2)cc1	1%	.	-9%	.	5%	1.2%	8%	3%
COc1ccc(C(=O)C2CCCN(Cc3sc(N4CCCC4)nc3Cl)C2)c(OC)c1 (stereo unspecified)	245%[activator]	-7%	-8%	.	?	1.1%	18%	4%
O=C(NCCCO)/C(=C/c1ccc(-c2cccc([N+](=O)[O-])c2)o1)NC(=O)c1ccccc1	5%	-3%	-8%	.	3%	-0.1%	9%	13%
Cn1c(=S)c2[nH]c(SCCN3CCCC3)nc2n(C)c1=O	-23%[14.2 µM]	-1%[7.66 µM]	i	0%[9.22 µM]	?	-0.3%	0%	-33%
CCCN(CCC)c1nc(NC2CCN(C(=O)OCC)CC2)nc(OC)n1	4%	-5%	i	-15%	-9%	-1.1%	4%[38.3 µM]	?
S=C1NCN(Cc2ccccc2)CN1C1CCCCC1	9%	0%	-2%	-14%	6%	0.4%	9%	-5%
CCOc1ccc(CC(=NCCc2ccccc2)C2=C(O)CC(C)(C)CC2=O)cc1OCC	-1%	4%	0%	-5%	-6%	-1.0%	15%	-50%
COc1cccc(C2CC(=O)Nc3c2c(=O)[nH]c2ncnn32)c1 (stereo unspecified)	0%	8%	-2%	15%	9%	1.1%	-8%	4%
O=C1OCCC1Sc1nnc(-c2ccco2)n1-c1ccccc1 (stereo unspecified)	7%	1%	11%	-19%	5%	2.1%	-8%	7%
COc1ccc(C(c2sc3nc(C)nn3c2O)N2CCC3(CC2)OCCO3)cc1 (stereo unspecified)	3%	-5%	10%	-5%	9%	-0.9%	-6%[38.3 µM]	-8%[46.1 µM]
CC(=O)c1ccc(NC(=S)Nc2ccc3cn[nH]c3c2)cc1	12%	-4%	0%	0%	?	0.0%	-3%	-1%
CCOc1ccc(-c2nnc(-c3ccc(OC)cc3)o2)cc1	-5%	-5%	6%	-6%	-3%	-0.3%	15%	-19%[46.1 µM]
O=C1c2ccccc2C(=O)N1/N=C/c1ccc(Oc2ccc([N+](=O)[O-])cn2)cc1	7%	-7%	-4%	-10%	-11%	11%	7%	-3%
CCCC(=O)O[C@]1(C(=O)CO)CC[C@H]2[C@@H]3CCC4=CC(=O)CC[C@]4(C)[C@H]3[C@@H](O)C[C@@]21C	9%	-1%	-16%	-19%	11%	1.1%	8%	-47%
COc1ccccc1NC1=NC(C)(C)N=C(N)N1	-15%	-6%	i	-1%	5%	-1.8%	-4%[38.3 µM]	8%[46.1 µM]
CCOc1cc(C(=O)Nc2ccc(S(=O)(=O)NC3=NCCCCC3)cc2)cc(OCC)c1OCC	5%	4%	i	18%	-24%	-0.9%	-7%	-10%

# Entries shown so far with a COOH group:
SMILES	RGS12 GoLoco inh	KinaseGlo FLuc	RECQ1 helicase	SMN2 splice enh	JMJD2E inh	Epigenetic reg	IMPase Li inh	NPSR antag
O=C(O)/C=C/C(=O)Nc1ccc(Oc2ccccc2)cc1	10%	.	i	.	0%	-1.8%	.	-5%
COc1ccc2c(CC(=O)O)cc(=O)oc2c1	1%	.	-3%	.	?	0.4%	.	-1%

# Later entries:
SMILES	RGS12 GoLoco inh	KinaseGlo FLuc	RECQ1 helicase	SMN2 splice enh	JMJD2E inh	Epigenetic reg	IMPase Li inh	NPSR antag
O=C(COC(=O)c1cc(=O)c2ccccc2o1)NCC1CCCCC1	10%	1%	-2%	-5%	2%	-0.1%	18%	12%
CC1CCCC(C)N1C(=O)COC(=O)c1ccc[nH]c1=O (stereo unspecified)	5%	-1%	?	3%	-8%	6.3%	20%[38.3 µM]	-5%[46.1 µM]
CC(=O)c1cccc(S(=O)(=O)NCC(c2ccco2)N2CCCCC2)c1 (stereo unspecified)	27%	3%	-8%	-27%	-2%	-1.4%	5%[38.3 µM]	-15%[46.1 µM]
CC(C)Oc1ccc(CCN=C(N)N=C(N)N)cc1Cl	9%	-4%	-12%	.	?	2.3%	6%	-1%
